Pf Dd2 growth – inhibitors of Plasmodium falciparum Dd2 growth; actives 4.3% (n = 120,000); Potency, µM (top dose mostly 28.9 µM), for the others: at the highest dose activity, negative = inhibition, most hits filed as inhibitors; P. falciparum Dd2 growth, SYBR Green, 72 h; AID 1347417; active = well fitted inhibition curve with a large enough effect; inconclusive = small, poorly fitted or top-dose-only effect; inactive = no such curve, though single readings can be large or run the other way;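 also: plate controls were DMSO vehicle for no effect and reference drug for full effect; nearly all actives have a fitted effect of over 65% in size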
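Readout: SYBR Green fluorescence, 485 nm excitation, 535 nm emission, after ~16 h lysis at 37C. Before that, Dd2-infected red cells (2.5% hematocrit) grew 72 h with compound, 29 uM top final concentration.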
Starred values were filed as active, the others as inactive; i = inactive; ? = inconclusive; [ ] = dose if it differs, or a comment. Potency is read from the fitted curve at half-maximal effect. Some of the compounds tested (hit frequency here may not be typical).

Preview (13 entries):
SMILES | Pf Dd2 growth
CN(C)CC(=O)N1Cc2ccccc2CC2(CCCCN2Cc2ccccc2)C1 (configuration not stated) | ?
Cc1ccc(NC(=O)Cn2nc3c(cc2=O)CCCCC3)c(Cl)c1 | -17.4%
CNC(=O)CCn1ncc2cc(OC3CCc4cccc(-c5ccnn5C)c43)ccc21 (configuration not stated) | i
CCNC(=O)N1CCCC(c2noc(COc3ccccc3F)n2)C1 (configuration not stated) | i
CC(=O)NCCNC(=O)C[C@@H]1CCNC[C@@H]1Cc1cc(-c2ccccn2)on1 | -6.4%[44.1 µM]
CCNC(=O)N(C1CC1)C1CCOC2(CCN(C(=O)c3n[nH]c4ccccc34)CC2)C1 (configuration not stated) | i
Cc1nnc(-c2cc(-c3ccsc3)ccn2)n1-c1ccccc1 | i
COCc1nc(C2CCCN(C(=O)Nc3ccc(C)cc3C)C2)no1 (configuration not stated) | 17.2%
Cc1ccc(-c2nnc([C@H]3CCN(C4CCC4)C3)o2)cc1 | ?
Cc1ccc(Cn2c(C3CCN(C(=O)c4cccs4)CC3)n[nH]c2=O)cc1 | 5.6%
CN1CCN(C(=O)[C@H]2C[C@H](C(=O)O)CN(C(=O)c3ncccc3O)C2)CC1 | -8.2%
O=C(NC[C@H]1OC[C@@H](NC2CCCCC2)[C@@H]1O)C1CC1 | -11.7%[44.1 µM]
COc1ccc(NC(=O)C(NC(=O)/C=C\c2ccc3c(c2)OCO3)c2ccc(C)cc2)cc1 (configuration not stated) | ?

The listing, from the first entry:
SMILES | Pf Dd2 growth
CN(C)CC(=O)N1Cc2ccccc2CC2(CCCCN2Cc2ccccc2)C1 (configuration not stated) | ?
Cc1ccc(NC(=O)Cn2nc3c(cc2=O)CCCCC3)c(Cl)c1 | -17.4%
CNC(=O)CCn1ncc2cc(OC3CCc4cccc(-c5ccnn5C)c43)ccc21 (configuration not stated) | i
CCNC(=O)N1CCCC(c2noc(COc3ccccc3F)n2)C1 (configuration not stated) | i
CC(=O)NCCNC(=O)C[C@@H]1CCNC[C@@H]1Cc1cc(-c2ccccn2)on1 | -6.4%[44.1 µM]
CCNC(=O)N(C1CC1)C1CCOC2(CCN(C(=O)c3n[nH]c4ccccc34)CC2)C1 (configuration not stated) | i
Cc1nnc(-c2cc(-c3ccsc3)ccn2)n1-c1ccccc1 | i
COCc1nc(C2CCCN(C(=O)Nc3ccc(C)cc3C)C2)no1 (configuration not stated) | 17.2%
Cc1ccc(-c2nnc([C@H]3CCN(C4CCC4)C3)o2)cc1 | ?
Cc1ccc(Cn2c(C3CCN(C(=O)c4cccs4)CC3)n[nH]c2=O)cc1 | 5.6%
CN1CCN(C(=O)[C@H]2C[C@H](C(=O)O)CN(C(=O)c3ncccc3O)C2)CC1 | -8.2%
O=C(NC[C@H]1OC[C@@H](NC2CCCCC2)[C@@H]1O)C1CC1 | -11.7%[44.1 µM]
COc1ccc(NC(=O)C(NC(=O)/C=C\c2ccc3c(c2)OCO3)c2ccc(C)cc2)cc1 (configuration not stated) | ?
COc1ccccc1-c1nn(CCC(=O)Nc2cccc(C(C)=O)c2)c2nc(C)cc(C)c12 | i
OC(Cc1ccccc1)c1ccc2c(c1)CN(Cc1ccc(OC(F)F)cc1)CCO2 (configuration not stated) | -9.4%
O=C(Nc1nnc(S(=O)(=O)N2CCOCC2)s1)c1cccc(Br)c1 | ?
CCN1C(=O)CN(C(=O)COc2ccc(F)cc2)CC12CCOCC2 | -20.2%
COCCNC(=O)c1ccc(-c2nc(CS(=O)(=O)c3ccccc3)c(C)o2)cc1 | 4.4%
O=C(c1ccc(F)c(F)c1)N1CCC2(CC1)N=C(c1cccc(Br)c1)NO2 | i
COc1ccc(C(=O)Nc2nc(-c3nnn(-c4cc(OC)ccc4OC)c3C)ns2)cc1 | i
Cn1cccc1CN1CCC2CC(=O)NCCC2C1 (configuration not stated) | 5.4%[44.1 µM]
CC(=O)N1CCC(C(NC(=O)c2ccccc2)C(=O)NCc2ccco2)CC1 (configuration not stated) | 1.1%
COc1ccc(N2CCN(C(=O)Cc3noc4ccc(C)cc34)CC2)cc1 | -2.9%
CCn1ccc2sc(C)c(C(=O)N3CCN(c4ccc(F)cc4)CC3)c2c1=O | ?
COc1cc(-c2onc(C)c2C(=O)N2CCC(Cc3ccc4c(c3)OCO4)CC2)cc(OC)c1OC | ?
COC(=O)C1=C(C)N=C2SC=C(CC(=O)NCCOc3ccccc3)N2C1c1cccc(OC)c1 (configuration not stated) | ?
COc1ccccc1CC(=O)NCc1nnc2ccc(-c3ccccc3)nn12 | i
O=C(NCC1CN(C(=O)Cc2cccc(C(F)(F)F)c2)CC12CN(c1ccccc1)C2)Nc1ccccc1 (configuration not stated) | i
O=C(Cc1cccc(Cl)c1)N1CCCC(c2nn(-c3ccc(F)cc3)c(=O)[nH]2)C1 (configuration not stated) | -3.1%
CC(C)C(=O)N1CCC(Cc2noc(-c3ccncc3)n2)C1 (configuration not stated) | 6.2%

Random excerpt: two compounds from above.
SMILES | Pf Dd2 growth
COC(=O)C1=C(C)N=C2SC=C(CC(=O)NCCOc3ccccc3)N2C1c1cccc(OC)c1 (configuration not stated) | ?
CC(C)C(=O)N1CCC(Cc2noc(-c3ccncc3)n2)C1 (configuration not stated) | 6.2%

(next part)
SMILES | Pf Dd2 growth
CC1=C[C@@H](CNC(=O)COCC(=O)O)[C@H](C(C)C)C[C@H]1Cc1nc2ccccc2n1C | ?
CSCCC(NC(=O)C1CCCCC1)C(=O)Nc1ccc(F)c(Cl)c1 (configuration not stated) | -1.2%
CS(=O)(=O)NC[C@H]1Cn2c(-c3ccccc3)cnc2CO1 | 5.2%[44.1 µM]
N#C/C(=C\c1ccc(-c2cccc(Cl)c2)o1)C(=O)Nc1cccc(C(F)(F)F)c1 | 17.3%
O=S1(=O)NCC2(CCN(CCc3ccccc3)C2)Oc2ccncc21 (configuration not stated) | -21.8%
CNC(=O)[C@H]1C[C@H](Oc2ccccc2)CN1C(=O)NCc1ccc(C)cc1 | 3.5%
COc1ccc(OC)c(NC(=O)Cn2c(=O)cc(C)c3c(C)nn(-c4cccc(Cl)c4C)c32)c1 | -14.2%
COc1cccc(N2CC(NC(=O)C3CCCC3)CC2=O)c1 (configuration not stated) | 44.1%[activator]
Cc1ccc(S(=O)(=O)Nc2ccc(C)n(CC(=O)N3CCCCCC3)c2=O)cc1 | -3.1%
COc1ccc(OC)c(NC(=O)c2c(NCc3cccs3)sc3c2CCCCC3)c1 | 8.91µM*
COc1ccc(C)cc1NC(=O)N1CC(c2nnc(-c3ccncc3)o2)C2(CCOCC2)C1 (configuration not stated) | -1.9%
CCOc1ccc(CNS(=O)(=O)c2c(C(=O)N3CCCCCC3)c(C)n(C)c2C)cc1OC | -25.7%
COc1ccc(NC(=O)c2sc3nc(-c4cc5ccc(OC)cc5oc4=O)[nH]c(=O)c3c2C)cc1 | -7.4%
O=C1NCCCCCCN(Cc2ccncc2)[C@@H]2CN(S(=O)(=O)c3ccc4c(c3)CCC4)CC[C@H]12 | 2.82µM*
Cc1ccccc1NC(=O)CN1C(=O)NC2(CCC(C)CC2)C1=O (configuration not stated) | -5.3%
COc1ccc(-c2cc(C(F)(F)F)n3nc(C(=O)Nc4cccc(Cl)c4Cl)cc3n2)cc1OC | 3.7%
Cc1cccn2c(=O)cc(COc3ccc(NC(=O)C(C)C)cc3)nc12 | -21.0%
C[C@]1(O)CCN(C(=O)Cc2nc(-c3ccncc3)n[nH]2)C[C@@H]1O | 2.5%
CS(=O)(=O)N1CCCCCCn2c(nnc2-c2ccc(F)cc2)CC1 | i
Cn1nc2n(c1=O)CCNCC2 | 4.2%
CCc1nn2c(=O)cc(COC(=O)Cc3ccccc3)nc2s1 | i
Cc1cc(NC(=O)c2ccc(NC(=O)CCS(=O)(=O)c3cccs3)cc2)ccc1Br | ?
O=C(c1ccco1)N1CCCCCC1c1nnc(-c2ccccc2)o1 (configuration not stated) | i
Cc1ncsc1CN1CCC2(CC1)CN(C1CCC1)CC2CO (configuration not stated) | -10.9%
CC(C)(C)C(=O)Nc1ccc2nc(SCc3ccccc3)sc2c1 | i
Cc1ccccc1Nc1nn2c(=O)c3ccc(C(=O)NCc4cccs4)cc3nc2s1 | ?
CN1[C@@H](CCC(=O)N2CCOCC2)CNC(=O)[C@@H]2[C@H]1CCN2Cc1cccs1 | 4.2%[44.1 µM]
COc1cccc(CN(C)C2CCCc3ccccc32)c1 (configuration not stated) | ?
COc1ccc(NC(=O)CN2C(=O)NC3(CCCCC3)C2=O)cc1Cl | -11.0%
Cc1ccccc1NS(=O)(=O)c1ccc2[nH]cc(C(=O)N3CCCCC3)c(=O)c2c1 | 43.8%[activator][5.79 µM]
O=C(c1ccc2cc[nH]c2c1)N1CCC(N2CC(OCC3CC3)C23CCCCC3)CC1 (configuration not stated) | ?
COC(=O)c1c(NC(=O)c2cc3ccccc3c(=O)o2)sc2c1CCCC2 | 12.5%
COc1ccc(N2CCN(C(=O)c3ccc4c(c3)C(O)CCCCCN4C)CC2)cc1 (configuration not stated) | i
CCc1ccc(N2CCn3c2nc2c3c(=O)n(CCc3ccccc3)c(=O)n2C)cc1 | -0.3%
COc1ccc(CCNC(=O)c2cccc(-n3c(C)nc4cccnc43)c2)cc1OC | 20.4%
CCCN(CC1CCOC1)C(=O)Nc1cccc(F)c1 (configuration not stated) | 18.6%[5.79 µM]
O=C(CC1CC1)N[C@@H]1CN(Cc2ccccc2)C[C@H]1CO | 0.8%
Cc1nn(Cc2ccccc2)c(C)c1[C@@H]1C=C[C@@H](NC(=O)Nc2ccccc2)C1 | ?
Clc1cccc(CN2CCOC[C@H](Oc3cccnc3)C2)c1 | -30.3%[44.1 µM]
Cn1nccc1-c1ccc2ncn(Cc3ccccc3)c(=O)c2n1 | i
CN(Cc1cc(C[C@@H]2C[C@H](NC(=O)C(C)(C)C)C2(C)C)no1)c1ccccc1 | ?
CCN(CC)S(=O)(=O)c1ccc2c(c1)N(CC(=O)NCCc1ccc(OC)c(OC)c1)C(=O)CO2 | i
CCCn1cc2c3c(cccc31)CN(C(=O)COc1ccc(F)cc1)CC2 | ?
O=C1CCCCN1CCCC(=O)N1CCOC(CC2CCCCC2)C1 (configuration not stated) | 0.5%
CCc1ccc2oc(C(=O)NCc3ccccc3)cc(=O)c2c1 | 22.6%
CCOc1ccc(C(=O)N2CCCC3(C2)Nc2cccnc2NC3=NC2CCCC2)cc1 (configuration not stated) | i[5.79 µM]
CCC1(CC)CCN(C(=O)C2CCC(=O)N(Cc3ccccc3OC)C2)C1 (configuration not stated) | -14.8%
O=C(CCC(=O)N1CC2CCCN2c2ccccc21)NCc1cccc(Cl)c1 (configuration not stated) | 11.5%
CCCCS(=O)(=O)N1CCC2(CCC(=O)N(Cc3ccccc3)C2)CC1 | -11.6%
CNC(=O)[C@@H]1C[C@H](Oc2ccccc2)CN1S(=O)(=O)c1cccnc1 | 6.3%

Carrying on.
SMILES | Pf Dd2 growth
Cc1ccc(NC(=O)[C@@H]2CNC[C@H](C(=O)N3CCN(CCO)CC3)C2)cc1 | -3.4%
O=C(c1cncnc1)N1C[C@@H](COCC2CC2)[C@H](c2ccccn2)C1 | -27.1%
COc1ccccc1CN1CCNc2cnc(Nc3ccccc3)cc2C1 | ?
O=C(O)C1CCc2nnc(C3CCCN(C(=O)c4ccc5c(c4)OC(F)(F)O5)C3)n21 (configuration not stated) | ?
O=C(Cn1ccn2nc3c(c2c1=O)CCCC3)N1CCc2ccccc21 | i
COc1ccc(CNC(=O)N2CCC(c3noc(-c4ccncc4)n3)C2)cc1 (configuration not stated) | 16.5%[5.79 µM]
O=C([C@@H]1C[C@H](Oc2ccccc2)CN1C(=O)CCC1CCCC1)N1CCCC1 | ?
NC(=O)c1nc(CNC(=O)[C@H]2CCC[C@H](O)C2)no1 | -4.4%
COc1cccc(C(=O)NC2CCN(c3cc(C(F)(F)F)nc(C)n3)CC2)c1 | i
O=C1CCCN1CCCN1C(=O)[C@H]2CN(Cc3cccc(Cl)c3F)C[C@H]2C1=O | -20.1%
C=CCOC(=O)C1=C(C)N=C2SC=C(CC(=O)NCc3ccc(F)cc3)N2C1c1ccccc1C (configuration not stated) | 3.16µM*
CN1c2cc(C(=O)NCc3ccccc3)ccc2C(=O)N2CCCC21 (configuration not stated) | i
COc1cc(CNC(=O)c2cnc3c(c2)N(C(=O)CCc2ccccc2)CCC3)cc(OC)c1 | -24.2%
CCCCNC(=O)CCCN1C(=O)c2ccccc2Sc2ncccc21 | 22.4%
CC(C)(C)OC(=O)N1CCC(c2c(C(=O)NC3CCCCC3)cnn2-c2cccc(Cl)c2)CC1 | 8.91µM*
CCOc1ccc(CNc2cc(C)nc3nc(-c4cccc(C)c4)nn23)cc1OC | ?
COCc1cc(C[C@@H]2C[C@H](NC(=O)c3ccnc(Cl)c3)C2(C)C)no1 | i
CCN(CC)C(=O)CCc1c(C)nn(-c2ccc(F)cc2)c1Oc1ccccc1C | -17.3%
COCCC1(NS(C)(=O)=O)CCN(S(=O)(=O)c2ccc3c(c2)OCCO3)CC1 | ?
CN(Cc1cccnc1)C(=O)CC1CCCN(c2cnn(C)c(=O)c2)C1 (configuration not stated) | 9.5%
Cc1ccc(OCc2nc(C3CCN(C(=O)c4ccn[nH]4)C3)no2)cc1 (configuration not stated) | ?
Cc1ccc(NC(=O)Cc2csc(C)n2)c(C)c1 | i
O=C(c1ccccc1F)N1CCn2c(nnc2-c2cccnc2)C1 | 7.9%
CC(=O)N1CC2(CCCN(Cc3cccc(C(N)=O)c3)C2)Cc2ccccc21 (configuration not stated) | -3.7%
COc1cc(=O)n2c(c1C(=O)NCc1ccc(Cl)cc1)CCCC2 | 19.7%
O=C(c1cccnc1)N1CCCC(Cc2nc(C3CCOCC3)no2)C1 (configuration not stated) | 29.6%
CCNC(=O)N1CCCC1c1noc(CCC(=O)NC2CC2)n1 (configuration not stated) | -12.2%
CC1=C(c2ccc(C(C)C)cc2)S(=O)(=O)N=C1N1CCC(C(=O)NCc2ccc(C)o2)CC1 | -10.8%

Screening data as filed in PubChem BioAssay.
